# Screening data from PubChem BioAssay.
# AI-2 QS mod: Vibrio harveyi AI-2 quorum sensing modulators, primary screen, JMH597 strain, luminescence/OD600 ratio. hit rate 0.4% among 300,000. Vibrio harveyi JMH597 AI-2 luminescence/OD600 ratio, 9 h; active compounds read low; strain lacks LuxN and CqsS sensors; 0 = neutral-control median. AID 2094, 2009. activity change, % at 7.5 µM; in the data active means activity change below about -75%, passing the limit was not always enough; inconclusive means no clear call, values can overlap the other calls;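 further: luminescence divided by OD600 gain over 9 h not by final OD600 alone; inactives centre near 13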
# MrgX1 PAM: positive allosteric modulators of MrgX1, primary screen, HEK293 cells, Fluo-4 calcium flux. B-score at 10 µM. FDSS; active compounds read high. hit rate 0.63% among 310,000. AID 588675, 2011;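 active means plate-corrected calcium response at least 3 library SD above typical, normal starting fluorescence, not activating the receptor alone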;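 further: compound read alongside a low EC10 to EC30 dose of BAM8-22 agonist; peak minus trough fluorescence over baseline measured at the second addition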
# TRPC6 activator: mouse TRPC6 channel activators, primary screen, cell-based, HEK293, membrane potential dye. Short transient receptor potential channel 6 (Mus musculus), Q61143. HEK293-TRPC6 membrane potential dye fluorescence; active compounds read high. B-score at 10 µM. hit rate 0.13% among 310,000;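 active means B-score of the integrated fluorescence ratio above library mean plus 3 SD, and starting fluorescence ratio within library mean plus 5 SD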;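 further: higher score means more depolarization so channel activation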
# Target sequence (Q61143 whole entry, looked up): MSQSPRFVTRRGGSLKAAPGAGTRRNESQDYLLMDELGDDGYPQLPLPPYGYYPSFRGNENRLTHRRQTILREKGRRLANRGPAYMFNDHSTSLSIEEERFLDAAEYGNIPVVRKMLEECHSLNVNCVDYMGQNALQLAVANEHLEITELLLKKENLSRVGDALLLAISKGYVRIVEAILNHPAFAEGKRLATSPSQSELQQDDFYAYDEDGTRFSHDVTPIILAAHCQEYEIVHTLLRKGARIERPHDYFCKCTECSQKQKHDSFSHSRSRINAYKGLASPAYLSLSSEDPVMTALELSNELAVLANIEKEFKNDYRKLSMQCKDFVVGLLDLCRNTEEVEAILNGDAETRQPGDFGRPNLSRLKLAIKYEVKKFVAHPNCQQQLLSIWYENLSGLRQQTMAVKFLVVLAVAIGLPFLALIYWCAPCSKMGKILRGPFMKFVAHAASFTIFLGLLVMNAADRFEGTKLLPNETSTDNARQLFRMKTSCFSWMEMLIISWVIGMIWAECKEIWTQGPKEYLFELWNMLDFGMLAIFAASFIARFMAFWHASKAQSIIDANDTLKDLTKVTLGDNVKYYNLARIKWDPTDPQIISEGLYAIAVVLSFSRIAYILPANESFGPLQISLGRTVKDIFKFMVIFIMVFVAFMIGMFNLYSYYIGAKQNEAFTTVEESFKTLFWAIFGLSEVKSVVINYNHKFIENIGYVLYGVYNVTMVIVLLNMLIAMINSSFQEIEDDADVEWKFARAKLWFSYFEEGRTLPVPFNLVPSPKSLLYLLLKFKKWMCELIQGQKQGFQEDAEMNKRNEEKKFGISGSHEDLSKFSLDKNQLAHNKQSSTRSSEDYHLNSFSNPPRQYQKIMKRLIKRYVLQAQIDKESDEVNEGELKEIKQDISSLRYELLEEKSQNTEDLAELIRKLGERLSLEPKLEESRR
# MrgX1 agonist: agonists of human MrgX1 receptor, primary screen, HEK293 cells, Fluo-4 calcium flux. Mas-related G-protein coupled receptor member X1 (Homo sapiens), Q96LB2. Fluo-4 calcium fluorescence, agonist mode; active compounds read high. B-score at 10 µM. hit rate 0.44% among 310,000. AID 588627, 2011;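 active means calcium response B-score plate-corrected fluorescence ratio at least 3 library SD, with starting fluorescence B-score inside 5 SD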
#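 Test system: Stable human MrgX1 HEK293 cell line | Schedule: Overnight plating before 1 h dye loading | Read-out basis: Baseline-normalised fluorescence change ratio, B-scored | Detection: Kinetic calcium dye fluorescence, Fluo-4 NW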
# MrgX1 antagonist: antagonists of human MrgX1 receptor, primary screen, HEK293 cells, Fluo-4 calcium flux; B-score at 10 µM; BAM8-22 antagonism; active compounds read low; Mas-related G-protein coupled receptor member X1 (Homo sapiens), Q96LB2; AID 588676, 2011; hit rate 1.3% among 310,000;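 active means calcium-response B-score plate-corrected more than 3 library SD below zero, starting fluorescence within 5 deviations, no agonist response on first addition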;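 further: peak minus trough fluorescence over baseline after final BAM8-22 challenge near maximal dose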
# TRPC4 block: inhibitors of mouse TRPC4 channel, primary screen, Fluo4 calcium, HEK293 TRPC4beta/mu-opioid cells; hit rate 0.39% among 300,000; DAMGO-evoked Fluo4 calcium flux; active compounds read low; B-score at 10 µM; Short transient receptor potential channel 4 (Mus musculus), Q9QUQ5;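 active means B-score over 3 SD under the library average, no early fluorescence shift, positive overall ratio signal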
#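 material = TRPC4beta/mu-opioid receptor HEK293 cell line | probe or stimulus = sequential submaximal and maximal DAMGO stimulation | compound dosing = one concentration per compound | measured by = Fluo4 Ca2+ flux fluorescence | evaluation = integrated fluorescence ratio relative to baseline, converted to per-well B score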
# HIF activator: HIF pathway transcriptional activators, primary screen, cell-based, U2OS HRE-luciferase, luminescence | activation, % at 7.5 µM (by protocol) | hit rate 0.32% among 300,000 | U2OS HRE-luciferase reporter; normalized: DMSO 0%, desferrioxamine 100%;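 active means mean activation of at least 10% of the iron chelator positive control signal, with at least half of replicates also reaching 10%; inconclusive means mean and replicate majority disagree about reaching 10%; inactive means mean and most replicates under 10%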
# TRPC4 potent: positive allosteric modulators of TRPC4, primary screen, cell-based, mouse TRPC4beta, HEK293 mu-opioid, Fluo-4 calcium; Short transient receptor potential channel 4 (Mus musculus), Q9QUQ5; DAMGO EC20, Fluo-4 Ca2+ flux; active compounds read high; B-score at 10 µM; hit rate 0.42% among 310,000; AID 2227, 2009;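 active means B-score of calcium response area above 5 SD of library B-scores, with initial fluorescence ratio within 5 SD of library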;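 further: B-score of integrated fluorescence ratio over time as area under calcium response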
# TRPC6 inh: mouse TRPC6 channel inhibitors, primary screen, cell-based, HEK293, membrane potential dye; Short transient receptor potential channel 6 (Mus musculus), Q61143; ACh-evoked depolarization; active compounds read low; B-score at 10 µM; hit rate 1.1% among 310,000; AID 2553, 2010;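 active means B-score under library mean minus 3 SD, initial fluorescence not abnormally high, positive integrated signal ratio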;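 further: B-score derived from integrated fluorescence ratio over the kinetic read; more negative B-score means stronger inhibition of depolarization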
# TRPC4 agonist: activators of mouse TRPC4 channel, primary screen, Fluo4 calcium, HEK293 TRPC4beta/mu-opioid cells; Short transient receptor potential channel 4 (Mus musculus), Q9QUQ5; hit rate 0.49% among 310,000; B-score at 10 µM; Fluo4 calcium fluorescence; active compounds read high;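 active means B-score above 5 SD of library B-scores, and initial fluorescence ratio not above library mean plus 5 SD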;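 further: positive B-score marks a calcium rise read as TRPC4 activation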
#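 System – HEK293 cells stably co-expressing mouse TRPC4beta and mu-opioid receptor · Signal – Fluo4 calcium-sensitive dye fluorescence, kinetic, 1 Hz baseline · Benchmarks – buffer (low) and maximal DAMGO (high) · Read-out – B score of integrated fluorescence ratio per well · Incubation – dye loading 45 min room temperature, 110 s kinetic read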
# PolyA inh: polyadenylation inhibitors in yeast reporter cells, primary screen, luminescence, S. cerevisiae; S. cerevisiae SKY197-pL101 polyadenylation reporter, beta-gal luminescence; efflux-impaired pdr1/pdr3 knockout yeast; score 100 = 6 SD above DMSO; calls only at 12 µM; hit rate 0.02% among 300,000; AID 1875, 2009;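 active means lowest replicate activity score at least 50, where 100 means six control SD above control mean; inconclusive means lowest score under 50 but half or more replicates reach 50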;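 further: yeast exposed to compound for 9 h at 30 °C; higher score means more reporter readthrough which indicates perturbed polyadenylation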
# The depositor's hits bear a star; i = inactive; ? = inconclusive; · = no result given.
Structure	HIF activator	PolyA inh	TRPC6 inh	TRPC4 block	TRPC4 potent	TRPC4 agonist	TRPC6 activator	MrgX1 antagonist	MrgX1 PAM	AI-2 QS mod	MrgX1 agonist
CCCCOC(=O)c1ccc(NC(=O)COC(=O)CN2C(=O)NC3(CCCC3)C2=O)cc1	0.0	i	i	i	i	i	i	i	i	30.7	i
Cc1ncc([N+](=O)[O-])n1Cc1ccc(Cl)cc1	0.0	i	i	i	i	i	i	i	i	-1.4	i
CCOC(=O)C1=C(CN2CCOCC2)NC(=O)NC1c1cc(C)ccc1C (configuration not stated)	-0.5	i	i	i	i	i	i	i	i	29.0	i
Nc1c(-c2ccc(Cl)cc2)cnn1-c1ccccc1	3.0	i	i	i	i	i	i	i	i	20.8	i
CSCCC(NS(=O)(=O)c1c(Cl)cccc1Cl)C(=O)O (configuration not stated)	-0.7	i	i	i	i	i	i	i	i	13.1	i
COc1ccccc1NC(=O)/C=C/c1cc([N+](=O)[O-])ccc1OC(F)F	-0.4	·	i	i	i	i	i	i	i	19.9	i
O=C(O)c1cccc(-c2ccc(/C=c3/sc4nc5ccccc5n4c3=O)o2)c1	0.0	i	i	i	i	i	i	-12.2*	i	25.3	i
COc1ccc(S(=O)(=O)Nc2cccnc2)c(Cl)c1Cl	-0.4	i	i	i	i	i	i	i	i	12.7	i
COc1cc(OC)c(NC(=O)CCc2nc(-c3ccc(C)cc3)no2)cc1Cl	0.1	i	i	i	i	i	i	i	i	13.0	i
COCCN(Cc1nc(C(c2ccccc2)c2ccccc2)no1)C(C)C	-0.4	i	i	i	i	i	i	i	i	10.2	i
CCCn1c(SCc2ccon2)nc2ccccc2c1=O	0.0	i	i	i	i	i	i	i	i	424.0	i
Cc1cc2nc(C)n(CCCN)c2cc1C	-0.1	i	i	i	i	i	i	i	i	-19.6	i
COc1ccc(CCNC(=O)Nc2ccc(F)cc2F)cc1OC	0.8	i	i	i	i	i	i	i	i	10.3	i
COc1cc(/C=N/NC(=O)CSc2cc(C)c(Br)cc2C)ccc1O	0.4	i	i	i	i	i	i	i	i	14.0	i
Cc1ccc(-c2csc3ncnc(Oc4cccc5ccc(C)nc45)c23)cc1	-0.3	i	i	i	i	i	i	i	i	27.8	i
COc1ccc(C2=NOC(C(=O)N3CCN(c4ccccc4OC)CC3)C2)cc1 (configuration not stated)	-0.3	i	i	i	i	i	i	i	i	13.6	i
Cc1ccc(-c2[nH]c3ccccc3c2C(C[N+](=O)[O-])c2ccco2)cc1 (configuration not stated)	0.4	i	i	i	i	i	i	i	i	?	i
CCN(CC)C(=O)Cn1cc(C(=O)C(=O)N(CC)C2CCCCC2)c2ccccc21	-0.4	i	i	i	i	i	i	i	i	-0.3	i
O=C(NC(=S)Nc1ccc(Oc2ccc(Cl)cc2)cc1)c1ccccc1	-0.1	i	i	i	i	i	i	i	i	14.9	i
COc1ccc(C(=O)N=c2nc3ccccn3s2)cc1	1.7	i	i	i	i	i	i	i	i	3.5	i
COCCNC(=O)c1ccc2c(c1)C(=O)c1ccccc1-2	0.4	i	i	i	i	i	i	i	i	4.3	i
NS(=O)(=O)c1ccc(CNC(=O)c2ccccc2SCC(=O)N2CCCC2)cc1	-0.2	i	i	i	i	i	i	i	i	38.9	i
COC(C[C@@H]1O[C@H]1C(=O)[C@@H](C)OCc1ccccc1)OC	-0.3	i	i	i	i	i	i	i	i	12.6	i
COC(=O)c1cc(OC)c(OC)cc1NCC(=O)Nc1ccc(C)cc1	·	i	i	i	i	i	i	i	i	18.9	i
CCN(CC(=O)NC1CCS(=O)(=O)C1)S(=O)(=O)c1ccccc1Cl (configuration not stated)	-0.3	i	i	i	i	i	i	i	i	20.7	i
COc1ccc(-n2c(C)n[nH]c2=O)cc1	-0.7	i	i	i	i	i	i	i	i	4.9	i
O=C(Nc1cccc2ccccc12)c1cccc(F)c1	2.0	i	i	i	i	i	i	i	i	4.5	i
CCN1CCN(Cc2ccc(NC(=O)Nc3ccccc3Cl)cc2)CC1	·	i	i	i	i	i	i	i	i	4.2	i
CCOC(=O)Cc1nn(CCc2ccccn2)c(=O)c2ccccc12	-0.2	i	i	i	i	i	i	i	i	7.2	i
CC1CC(NC(=O)/C(C#N)=C/c2ccc[nH]2)CC(C)(C)C1 (configuration not stated)	-0.1	i	i	i	i	i	i	i	i	27.3	i
Cc1[nH][nH]c(=O)c1C(c1ccc(-c2cccc(Cl)c2)o1)c1c(C)[nH][nH]c1=O	0.1	i	i	i	i	i	i	i	i	25.9	29*
COc1ccc(/C=C/C2=NN(C)C(=O)CC2)cc1	0.4	i	i	i	i	i	i	i	i	17.2	i
COC(=O)c1ccc(COc2ccc(C(C)(C)C)cc2)o1	2.1	i	i	i	i	i	i	i	i	-30.9	i
COC(=O)C1C2C=CC3(CN(Cc4ccco4)C(=O)C13)O2 (configuration not stated)	-0.1	i	i	i	i	i	i	i	i	5.0	i
CC(C1CC1)N(Cc1ccccc1)C(=S)Nc1ccccc1Cl (configuration not stated)	-0.6	i	i	i	i	i	i	i	i	-12.6	i
Cc1ccc(C(=O)Nc2ccc(S(=O)(=O)N3CCc4ccccc43)cc2)o1	-0.2	i	i	i	i	i	i	i	i	2.0	i
CCC1(c2ccc(F)cc2)NC(=O)N(CC(=O)c2ccc[nH]2)C1=O (configuration not stated)	-0.8	i	i	i	i	i	i	i	i	15.0	i
COc1ccc(NC2c3ccccc3C(=O)N2c2ccccn2)cc1Cl (configuration not stated)	3.6	i	i	i	i	i	i	i	i	15.2	i
CC1CCCC(C)N1CCNC(=O)CCn1nc(-c2ccccc2)ccc1=O (configuration not stated)	0.0	i	i	i	i	i	i	i	i	12.4	i
Cc1nc(=O)c(-c2ccccc2)c(C)n1CCO	-0.1	i	i	i	i	i	i	i	i	21.0	i
O=C1C2C(c3ccccc3)C=CC(c3ccccc3)C2C(=O)N1CCCO (configuration not stated)	-0.6	i	·	·	·	·	·	i	i	18.6	i
CCC(=O)Nc1ccc(NC(=S)NC(=O)/C=C/c2ccccc2)cc1	-1.6	i	i	i	i	i	i	i	i	-0.4	i
O=C(Nc1ccc(C(=O)N2CCCCC2)cc1)c1cccc([N+](=O)[O-])c1	0.3	i	i	i	i	i	i	i	i	14.5	i
COc1ccccc1C(=O)Nc1nnc(C)s1	2.1	i	i	i	i	i	i	i	i	14.7	i
C=CCn1c(CCNC(=O)c2cccs2)nnc1SCC(=O)c1ccc(Br)cc1	0.1	i	i	i	i	i	i	i	i	47.0	i
Cc1ccc(-c2noc(CCC(=O)Nc3cc(C)ccn3)n2)cc1	-0.9	i	i	i	i	i	i	i	i	2.8	i
O=C(NCC(F)(F)F)Nc1ccccn1	-0.2	i	i	i	i	i	i	i	i	11.4	i
O=C(Nc1ncc(S(=O)(=O)c2ccc([N+](=O)[O-])cc2)s1)c1cccc2ccccc12	0.1	i	i	i	i	i	i	i	i	22.6	i
COc1ccc(Cc2nnc(SCC(=O)Nc3ccccc3)[nH]c2=O)cc1	0.2	i	i	i	i	i	i	i	i	25.3	i
CCn1cc(CN2CCC(C(=O)Nc3ccc(Oc4cccnc4)cc3)CC2)cn1	0.2	i	i	i	i	i	i	i	i	-3.4	i

# (list continues)
Structure	HIF activator	PolyA inh	TRPC6 inh	TRPC4 block	TRPC4 potent	TRPC4 agonist	TRPC6 activator	MrgX1 antagonist	MrgX1 PAM	AI-2 QS mod	MrgX1 agonist
O=c1cc(Nc2ccc3c(c2)OCCO3)[nH]c(=O)n1-c1ccc(Cl)cc1	3.2	i	i	i	i	i	i	i	i	27.8	i
COc1ccc(N=C2NN=C(c3ccc4c(c3)OCCO4)CS2)cc1	0.2	i	i	i	i	i	i	i	i	38.7	i
CCC(/C=C1\Sc2ccc(OC)cc2N1CC)=C\c1sc2ccc(OC)cc2[n+]1CCCS(=O)(=O)[O-]	-0.5	i	i	i	i	i	i	i	i	-0.6	i
CCC(C)(C)C(=O)Nc1ccc(C(N)=O)cc1	0.1	i	i	i	i	i	i	i	i	20.8	i
CCCSc1nc(N)c2c3c(sc2n1)CN(C)CC3	0.5	i	-7.11*	i	i	i	i	i	i	6.0	i
O=C(CCN1CCN2CCCC2C1)N1c2ccccc2Sc2ccc(Cl)cc21 (configuration not stated)	-1.0	i	i	i	i	i	i	i	i	6.2	i
C(#CC1CCCC1)c1ccc2c(c1)COc1c3ccccc3nn1-2	1.5	i	i	i	i	i	i	i	i	19.4	i
Oc1c(C=Nc2ccccc2Cl)[nH]c2ccccc12	1.9	i	i	i	i	i	i	i	i	5.2	i
Cc1cc(Br)c(NC(=O)CCl)c(Br)c1	-4.4	i	i	i	i	i	i	i	i	31.0	i
Cc1cccc(NC(=O)c2ccc(S(=O)(=O)N3CCCCC3C)cc2)n1 (configuration not stated)	1.1	i	i	i	i	i	i	i	i	5.2	i
Cc1[nH]c2ccccc2c1/C=N/n1cnnc1	-0.1	i	i	i	i	i	i	i	i	15.2	i
CN1C(=O)NC(c2ccccc2)C2=C1CN(c1ccc3ccccc3c1)C2=O (configuration not stated)	0.0	i	i	i	i	i	i	i	i	29.6	i
CSc1ncc(C(=O)O)n1-c1ccc(F)cc1	-0.6	i	i	i	i	i	i	i	i	20.6	i
Clc1ccc(CNCC2CCCO2)c(Cl)c1 (configuration not stated)	-1.6	i	i	i	i	i	i	i	i	23.9	i

# Not all compounds are listed. The share of hits here may be higher or lower than overall.
